TGFb SMAD3 inh – blocks TGF-b signaling | Potency, µM (doses to about 46.1 µM), for the others: top-dose activity, negative = inhibition, most hits filed as inhibitors | HepG2 CAGA-GFP TGF-b/SMAD3 reporter, GFP fluorescence, 18 h; TGF-beta stimulated, 500 pg/mL final | 1.2% of 410,000 active; also: potency is read from the fitted curve at half-maximal effect; % is scaled to controls: 0 for no effect and ±100 for the full control effect; nearly all actives have a fitted effect of over 65% in size
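Per well, imaged GFP fluorescence of HEPG2 CAGA-GFP cells gives the signal; cells get compound, then TGF-beta (500 pg/mL final), 18 h at 37 degrees C; %Activity versus -TGF-beta and +DMSO controls.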
A549 viability – A549 cytotoxicity, counter-screen for Nrf2 inhibitors. AID 504648. A549 ARE-Fluc cells, CellTiter-Fluor viability, 18-24 h. Potency, µM (titrated, usually from 46 µM), for the others: at the top dose activity change, negative = cytotoxicity, usual class: inhibitors. 0.16% of 390,000 active; also: potency is read from the fitted curve at half-maximal effect; % is scaled to controls: 0 for no effect and ±100 for the full control effect
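A549 ARE-Fluc cells in 5% FBS OPTI-MEM, 5000 cells/well, rested 2 h then exposed to compounds in concentration-response for 18-24 h at 37 °C. Viability by CellTiter-Fluor fluorescence (Ex 405/Em 525) after 30 min; luciferase luminescence (BugLite, 15 min, RT) read afterwards.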
Mm-Cpn inhibitor – blocks the Methanococcus maripaludis chaperonin Mm-Cpn; purified Mm-Cpn ATPase, ADP Transcreener TR-FRET; Potency, µM (top dose mostly 76.9 µM), for inactives: top-dose activity, negative = inhibition, hits mostly inhibitors; 0.031% of 330,000 active; AID 504842; also: potency is read from the fitted curve at half-maximal effect; % is scaled to controls: 0 for no effect and ±100 for the full control effect; nearly all actives have a fitted effect of over 80% in size
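Measured: ADP formation by purified Mm-CPN. Conditions: 25 nM protein, 10 uM ATP, Tris pH 7.4 with Mg2+, K+ and DTT, 37°C for 30 min. Detection: Transcreener HTRF after 30 min at room temperature.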
CCT modulator – cytosolic chaperonin activity modulation; purified chaperonin ATPase assay, HTRF ADP detection, 30 min; activity change, % (no concentration beside the values), hits read low; 0.3% of 360,000 active; AID 651819; in the data active = activity change below about -30%; also: % is scaled to controls: 0 for no effect and ±100 for the full control effect
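ATPase activity: ADP formed was measured by HTRF Transcreener (665/615 nm ratio) after 30 min at 37 deg C with 10 uM ATP. Compounds screened at one 76 uM concentration against 40 or 20 nM TRiC in Tris pH 7.4/KCl/MgCl2/DTT buffer.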
pAkt inh – Akt phosphorylation inhibition | Neuro2A IGF-stimulated pAkt S473 HTRF, 20 min; active compounds read low | activity change, % for hits at 50 µM | 0.32% of 360,000 active | AID 651550; in the data active = activity change below about -80%; inconclusive = mostly about -51% to -80%; also: % is scaled to controls: 0 for no effect and ±100 for the full control effect
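Neuro2A cells in DMEM with 0.5% FBS, overnight at 37 deg C, given compound at single 50 µM final, then IGF (6 nM final) for 20 min at 37 deg C. Lysed; phospho-Akt Ser473 by HTRF after 24 h, 665/615 ratio.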
Nrf2 block – inhibitors of Nrf2 signaling | 2.1% of 360,000 active | AID 504444 | A549 ARE-Fluc reporter, luciferase luminescence, 18-24 h | Potency, µM (top dose mostly 46 µM), for inactives: top-dose activity change, negative = inhibition, hits mostly inhibitors; also: potency is read from the fitted curve at half-maximal effect; % is scaled to controls: 0 for no effect and ±100 for the full control effect; nearly all actives have a fitted effect of over 60% in size
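Quantitative HTS in A549 cells stably bearing an antioxidant response element-firefly luciferase construct. Inhibition of Nrf2-driven transcription was scored by luminescence after 18-24 h of compound exposure at 37 °C.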
Nrf2 ARE act – activators of Nrf2 (ARE) signaling; AREc32 ARE-luciferase reporter (MCF7-derived line), luminescence, 24 h; 0.31% of 410,000 active; AID 624171; Potency, µM (highest dose often 46.1 µM), for the others: at the top dose activation, hits mostly activators; also: potency is read from the fitted curve at half-maximal effect; % of control where 0% means no effect; nearly all actives have a fitted effect of over 65% in size
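Quantitative high-throughput format: AREc32 reporter cells, 1000 per well, received compound by pin transfer and were incubated 24 hr at 37 deg C, 5% CO2, before Steady-Glo luminescence detection.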
S2 tox – viability counter-screen for ATXN expression inhibitors | Potency, µM (doses to about 56.7 µM), actives largely listed as cytotoxic | 0.49% of 400,000 active | S2 cells (HEK-293 line with an ATXN2-luciferase reporter) viability, CellTiter-Fluor protease fluorescence, 24 h | AID 651635; also: potency is read from the fitted curve at half-maximal effect; nearly all actives have a fitted effect of over 40% in size
HepG2 viability – HepG2 cytotoxicity, counter-screen for TGF-b inhibitors. HepG2 CAGA-GFP viability, ATP luminescence, 18 h. Potency, µM (highest dose often 46.1 µM), without a hit: top-dose activity change, negative = cytotoxicity, actives largely listed as cytotoxic. 0.76% of 410,000 active; also: potency is read from the fitted curve at half-maximal effect; some results filed as inactive show a strong effect at the top dose
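HepG2 CAGA-GFP cells (1000/well, DMEM with 1% FBS) received compound, then TGF-beta at 500 pg/mL final, and were incubated 18 hours at 37 degrees C. Viability was read by CellTiter-Glo luminescence. Media-only wells were set as complete cell-killing and DMSO as no toxicity.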
The depositor's hits bear a star; i = inactive; ? = inconclusive; nt = not tested or not shown; & = joins results of further samples; [ ] = remark or other dose. Unless noted, calls follow the shape of the dose curve; as a rule, active = well fitted curve in the direction sought with a large enough effect; inconclusive = small, poorly fitted or top-dose-only effect, or another doubt; inactive = no such curve, though single readings can be large; an effect the other way counts as inactive or inconclusive.

SMILES | TGFb SMAD3 inh | A549 viability | Mm-Cpn inhibitor | CCT modulator | pAkt inh | Nrf2 block | Nrf2 ARE act | S2 tox | HepG2 viability
Cc1cccc(Cn2c(-c3ccc[nH]c3=O)nc3ccccc32)c1 | -6% | 0% | -3% | -1.0 | i | 3% | 0.2% | i | -4%
CC(NC(=O)C1CC1)c1ccc(-c2ccccc2)cc1 (configuration not stated) | 4% | 0% | 2% | -0.1 | i | -17% | 0.6% | ? | -11%
CN(CCc1cnn(C)c1)C(=O)C1CCC(=O)N(CC2CCCCC2)C1 (configuration not stated) | 0% | -1% | -3% | -0.5 | i | 8% | -0.1% | i | -5%
CN(c1ccccc1)S(=O)(=O)c1ccc(C(=O)OCC(=O)NCc2ccco2)cc1 | 7% | 4% | -1% | -1.8 | i | nt | -0.5% | i | 12%
Cc1ccc2nc(C3CCN(CC(=O)N4CCCCCC4)CC3)[nH]c2c1 | 4% | 0% | 4% | 1.4 | i | nt | 0.1% | i | 2%
Cc1ccccc1-n1nc(C(=O)O)c(C)c(C#N)c1=O | -1% | -9% | -1% | -0.3 | i | 14% | -0.4% | i | 5%
CCOc1ccc(C(C(=O)NCC2CCCO2)N(Cc2cccnc2)C(=O)c2snc(C(N)=O)c2N)cc1 (configuration not stated) | -16% | -17% | 0% | -1.1 | i | -20% | -0.3% | i | 1%
Cc1ccc(NC(=O)CSc2nc3ccccc3c3nc(CCn4c(C)nc5ccccc54)nn23)cc1F | 15% | -17% | nt | nt | nt | nt | 0.2% | ? | 5%
CCOc1cc(N2CCOCC2)c(OCC)cc1NC(=O)C(NC(=O)c1ccco1)C(C)C (configuration not stated) | -4% | -1% | 1% | 1.9 | i | -12% | -0.4% | i | 3%
COc1ccc(C(=O)OCC(=O)Nc2cc(S(=O)(=O)N3CCOCC3)ccc2N2CCCC2)cc1 | 12% | 4% | 2% | 1.3 | i | 1% | -0.6% | i | -1%
CCCC(=O)N(Cc1cc(=O)[nH]c2ccccc12)c1ccc(C)cc1 | 4% | -3% | -19% | -4.3 | i | -22% | 0.5% | i | -24%
OC[C@@H]1O[C@H](n2cnc3c(SCc4ccccc4)ncnc32)[C@H](O)[C@H]1O | -28% | -2% | nt | nt | nt | 20% | nt | nt | -23%
COc1ccc(Cl)cc1S(=O)(=O)N1CCCC(C(=O)NCc2ccccn2)C1 (configuration not stated) | 5% | -3% | -2% | 0.3 | i | 12% | -0.5% | ? | 6%
Cn1c(N)c(C(=O)CSc2nc3ccccc3c(=O)n2CCCN2CCOCC2)c(=O)n(C)c1=O | 7% | 2% | 1% | -0.7 | i | 12% | -0.4% | i | -2%
Cc1nc(-c2cccc(C(F)(F)F)c2)sc1C(=O)O | 11% | -5% | -20% | -0.6 | i | ? | 5.4% | i | 5%
CC(Sc1nnnn1-c1ccccc1)C(=O)Nc1ccc(N2CCN(C)CC2)cc1 (configuration not stated) | -1% | -2% | 2% | -1.6 | i | 14% | -0.4% | i | -20%
COc1cc2c(C)nc(C)c(C#N)c2cc1OC | 10% | -14% | -6% | 0.2 | i | ? | 0.0% | i | -7%
CCCCc1ccc(NC(=O)Nc2cc(C)nn2C)cc1 | 2% | 3% | 1% | -111* | i | -19% | 0.0% | i | 0%
CCc1ccc(C(=O)Nc2cc(S(=O)(=O)N3CCOCC3)ccc2N2CCOCC2)cc1 | -1% | -7% | -1% | -1.3 | i | 6% | -0.2% | i | -5%
Cc1ccc(C)c(NC(=O)c2cc(S(=O)(=O)N3CCCCC3)c[nH]2)c1 | 4% | -11% | -1% | 0.1 | i | 4% | 0.0% | i | 0%
Cc1nc(-c2ccc(F)cc2)c(CC(=O)N(C)CC(=O)Nc2cccc(F)c2)s1 | -5% | nt | nt | 0.6 | i | nt | 3.3% | ? | -16%
N#CC1=C(SCC(=O)Nc2nccs2)NC(=O)CC1c1ccccc1 (configuration not stated) | -12% | 2%[1.84 µM] | 0% | -0.4 | i | -4% | 0.3% | i | 3%
CCN(CC)c1ccc(NC(=O)CSc2nc3ccccc3c(=O)[nH]2)cc1 | 33%[activator] | 1% | -1% | -1.6 | i | nt | 2.1% | i | 11%
O=C(NCC(c1cccs1)N1CCOCC1)C1CCN(S(=O)(=O)c2cccc(C(F)(F)F)c2)CC1 (configuration not stated) | -2% | 3% | 1% | -3.8 | i | -4% | -0.7% | i | 14%
OCCC1CN(Cc2ccccc2-c2ccco2)CCN1Cc1ccccc1 (configuration not stated) | -3% | 0% | -1% | -1.1 | i | -5% | 22% | i | 3%
Cc1ccc(NCc2ccccc2O)c(C)c1 | ? | -1% | 0% | -1.5 | i | 14% | 3.3% | i | -14%
CCOC(=O)CCN(c1ccccc1)S(=O)(=O)c1ccc(-c2ccc(=O)[nH]n2)s1 | 14% | 5% | 2% | 0.9 | i | -11% | -0.1% | i | 1%
O=C1SC(SCc2ccccc2)=N/C1=C\c1ccco1 | -9% | -21% | nt | 0.2 | i | -27% | 5.4% | i | -11%
CCN(CC(=O)NCc1ccc(Cl)cc1)C(=O)c1oc2ccccc2c1C | 3% | -12% | 0% | -1.0 | i | -13% | 2.1% | i | -1%
COc1ccc(CCNC(=O)c2cc(S(=O)(=O)N(C)c3ccccc3)ccc2Cl)cc1 | -18% | 14% | -8% | -0.5 | i | ? | -0.4% | i | -3%
CCCN(C1CCS(=O)(=O)C1)S(=O)(=O)c1cc(OC)ccc1OC (configuration not stated) | 3% | 1% | 1% | 0.9 | i | 2% | -0.2% | i | 1%
COc1ccc(NC(=O)CSc2nnc3ccc(-c4cccnc4)nn23)c(OC)c1 | 9% | -6% | 1% | 0.9 | i | -14% | 0.1% | i | -2%
CN1C(=O)C(C)(C)c2cc(S(=O)(=O)NCc3ccc(C(=O)Nc4ccc(Cl)cc4)cc3)ccc21 | 4µM* | -15% | nt | nt | nt | 18µM* | 4.7% | nt | -28%
COc1ccc(N(C(=O)c2ccc(Br)o2)C2C=CS(=O)(=O)C2)cc1 (configuration not stated) | 19% | -10% | 0% | -7.1 | i | -16% | -0.2% | i | 11%
CC(=O)Nc1ccc(S(=O)(=O)Nc2ccc(N3CCOCC3)cc2)cc1 | -4% | 0% | 1% | 1.8 | i | 1% | -0.1% | i | 1%
COc1ccccc1C(=O)NC(=S)/C=C1/N(C)c2ccccc2C1(C)C | 22µM* | ? | -19% | -6.6 | i | ? | 0.5% | ? | -3%
COc1ncc(-c2ccc3c(c2)S(=O)(=O)c2cccc(C(=O)O)c2C3=O)cn1 | 2% | -6% | 0% | -3.4 | i | 9% | -0.3% | i | -4%
CCCC1OC(c2cc3c(cc2Cl)OCO3)OCC1CC (configuration not stated) | ? | ? | nt | -24 | i | ? | 3.3% | i | -17%
CN1CCN(C(=O)c2cccc(-c3cc(O)c4ncccc4c3)c2)CC1 | -23% | 7% | -1%&0% | nt | nt | ? | 0.5% | ? | -38%
Cc1nn(-c2ccccn2)c(N)c1N=O | 4% | 1% | -5% | -0.2 | i | 2% | 2.4% | i | -38%
CCOC(=O)/C(C#N)=C/c1c(N2CCN(Cc3ccc4c(c3)OCO4)CC2)nc2c(C)cccn2c1=O | 12% | -7% | 0% | -0.5 | i | -1% | -1.1% | i | -8%
Cc1ccccc1C(=O)NC(CC(C)C)C(=O)OCc1cc(=O)n2cc(Br)ccc2n1 (configuration not stated) | -13% | 5% | -6% | 0.2 | i | ? | 3.7% | i | 3%
Cc1ccc(N2CC(c3nc4ccccc4n3CCC3CCCCC3)CC2=O)cc1 (configuration not stated) | 23% | -3% | nt | nt | nt | 9% | -0.5% | i | 8%
COc1cccc(-n2c(=O)c3c(C)c(C)sc3n(CC(=O)NCc3ccccc3)c2=O)c1 | 15% | -12% | nt | nt | nt | 14% | 0.0% | ? | -2%
CCCCOc1ccc(C(=O)Nc2ccc3c(c2)N(C(C)=O)CCC3)cc1 | 6% | -10% | nt | nt | nt | nt | -3.6% | nt | -6%
Cc1ccccc1Cn1cnc2c(oc3ccccc32)c1=O | 12%&-15% | 1%&-9% | 2% | 2.0 | i | 25%&-13% | 1.5%&-1.0% | i | 0%&-16%
Cc1ccc(S(=O)(=O)NC2=NCN(Cc3cccnc3)CN2)cc1 | 16% | 19% | 3% | -1.3 | i | -2% | 0.4% | i | -10%
COc1ccc(NS(=O)(=O)c2ccc3[nH]c4c(c3c2)CCCC4)c(OC)c1 | ? | -11% | nt | nt | nt | ? | -0.9% | ? | -18%
CC(=O)Nc1ccc(NC(=O)Cc2ccc(-c3ccccc3)cc2)cc1 | 14% | -9% | 0% | -2.4 | i | 1% | 0.2% | i | 22%
CCC1CCCCN1C(=S)NC(=O)c1ccc(F)c(S(=O)(=O)N2CCOCC2)c1 (configuration not stated) | -16% | -3% | -1% | -0.7 | i | ? | -0.9% | i | -15%
Clc1ccccc1CSC1=NCCCN1 | 4% | -2% | 0% | -2.4 | i | -2% | 0.1% | i | -18%
Cc1ccc(C(=O)OC/C(O)=C(\C#N)c2nc3ccccc3[nH]2)cc1S(=O)(=O)N1CCOCC1 | -27% | -1% | -18% | -2.4 | i | -27% | 3.7% | i | 1%
Clc1cccc(-c2nc3ccc(Cl)cn3c2Cc2ccsc2)c1 | 16µM* | nt | nt | 2.1 | i | nt | 16% | i | -41%

From PubChem
